Compound activity from PubChem.
NCI-60 one-dose screen, 48 h, at 10 µM unless noted. Numbers give growth in % (100 = growth as untreated, 0 = no growth, -100 = all killed).
UO-31: UO-31 renal cancer; actives 5.2% (n = 81,000)
U251: U251 CNS tumor cells; actives 5.4% (n = 80,000); AID 1794753
SN12C: SN12C renal cancer cells. actives 3.8% (n = 81,000)
SF-539: SF-539 CNS cancer. actives 6.8% (n = 81,000)
786-0: 786-0 renal cancer cells; AID 1794775; actives 5.1% (n = 81,000)
SF-295: SF-295 CNS cancer cells; AID 1794758; actives 5.6% (n = 79,000)
PC-3: PC-3 prostate cancer cells. actives 3.9% (n = 80,000). AID 1794754
DU-145: DU-145 prostate cancer | actives 4.2% (n = 81,000) | AID 1794760
SF-268: SF-268 CNS cancer cells; actives 3.1% (n = 82,000)
* = called active by the depositor; . = not tested or not shown. The calls were made as follows: active = growth percent below 10; inactive = the rest. Hits appear at their usual frequency; overall some 9.4% were active at least once.

SMILES	UO-31	U251	SN12C	SF-539	786-0	SF-295	PC-3	DU-145	SF-268
CN1C(=O)C2=C(NCCN(C(=O)Cc3ccc4ccccc4c3)C2c2ccc(Cl)c(Cl)c2)C1(C)C (stereo unspecified)	81	87	101	96	93	.	79	101	93
Cc1cc(C(=O)CSc2nc3ccccc3c(=O)[nH]2)c(C)n1C	39	96	95	90	92	82	84	102	110
CC(Oc1ccc(C(=O)O)cc1C(F)(F)F)c1ccc(Oc2ccccc2)cn1 (stereo unspecified)	79	94	98	96	99	100	108	111	95
Nc1ncnc2c1c(-c1cccc(Cl)c1)nn2CC(=O)N1CCOCC1	81	102	100	96	95	99	97	111	98
Cc1cc(=O)oc2cc(OCCCOc3ccc(/C=C/C(=O)Nc4ccc(Br)cc4)cc3)ccc12	82	98	90	88	62	95	82	67	68
O=C(CCCc1ccccn1)c1cccc2ccccc12	66	100	104	102	98	123	79	106	107
CCCCCCCC1(C)NC(=O)NC1=O (stereo unspecified)	94	100	109	98	108	124	.	115	106
O=C(N=c1oc2ccccc2cc1-c1cc2ccccc2[nH]1)c1ccc(Cl)cc1	55	29	80	53	71	60	27	51	35
COc1cc(C)c(C(=O)Oc2cc(C)c(C(=O)O)c(O)c2C)c(OC)c1C	85	92	103	105	98	105	94	103	99
COc1cc(Nc2c(C#N)cnn3cc(-c4cnn(CC(C)(C)O)c4)cc23)ccc1Cl	12	67	24	8.7*	35	63	62	48	57
COc1ccc(C(=O)c2c(N)nc3n2CCCC3)cc1OC	84	99	109	102	100	.	101	107	106
CN(C(=O)CN(CCO)CC(=O)N(C)C(C)(C)Cc1ccccc1)C(C)(C)Cc1ccccc1	49	80	74	106	70	77	68	97	94
O=C(O)c1cc2cc([N+](=O)[O-])ccc2s1	72	103	.	118	109	97	94	109	107
Cc1ccc(NC(=O)c2ccc3c(c2)nc(-c2cc4ccccc4[nH]c2=O)n3-c2cc(C(C)(C)C)[nH]n2)cc1	53	67	82	83	86	91	61	90	76
COc1ccc2[nH]c(=O)cc(-n3nncc3Cn3c4ccccc4c4ccccc43)c2c1	92	107	113	101	99	106	107	107	103
Cc1cccc(C[C@H](NC(=O)Nc2ccc(Cl)cc2F)C(=O)N[C@@H]2C(=O)N3C[C@H](O)C[C@H]3C(=O)N3CCN(C)C[C@H]3C(=O)N[C@@H](C)C(=O)N3C[C@H](C)C[C@H]3C(=O)O[C@H]2C)c1	84	24	21	54	67	20	20	36	30
CSc1nnc2c3ccccc3n(Cc3ccccc3)c2n1	68	107	93	94	102	89	87	107	106
CCC(C)(C)C(=O)O[C@H]1C[C@@H](C)C=C2C=C[C@H](C)[C@H](CCC3CC3CC(=O)OC)C21 (stereo partly specified)	79	85	95	100	85	67	56	104	92
O=C1C2C3C=CC(O3)C2C(=O)N1N=C1CCCCC1 (stereo unspecified)	84	102	104	103	110	108	99	115	106
COc1cc(C2CC(c3ccc(N4CCOCC4)cc3)=NN2c2nc(-c3ccc(F)cc3)c(C#N)c(N3CCOCC3)n2)cc(OC)c1OC (stereo unspecified)	47	99	95	94	101	112	64	105	99

Fetched by compound from above:
SMILES	UO-31	U251	SN12C	SF-539	786-0	SF-295	PC-3	DU-145	SF-268
CSc1nnc2c3ccccc3n(Cc3ccccc3)c2n1	68	107	93	94	102	89	87	107	106
Cc1cc(C(=O)CSc2nc3ccccc3c(=O)[nH]2)c(C)n1C	39	96	95	90	92	82	84	102	110

Arranged by number of heavy atoms (rising): part of the list above
SMILES	UO-31	U251	SN12C	SF-539	786-0	SF-295	PC-3	DU-145	SF-268
O=C1C2C3C=CC(O3)C2C(=O)N1N=C1CCCCC1 (stereo unspecified)	84	102	104	103	110	108	99	115	106
COc1cc(C)c(C(=O)Oc2cc(C)c(C(=O)O)c(O)c2C)c(OC)c1C	85	92	103	105	98	105	94	103	99
O=C(N=c1oc2ccccc2cc1-c1cc2ccccc2[nH]1)c1ccc(Cl)cc1	55	29	80	53	71	60	27	51	35
CN(C(=O)CN(CCO)CC(=O)N(C)C(C)(C)Cc1ccccc1)C(C)(C)Cc1ccccc1	49	80	74	106	70	77	68	97	94
CN1C(=O)C2=C(NCCN(C(=O)Cc3ccc4ccccc4c3)C2c2ccc(Cl)c(Cl)c2)C1(C)C (stereo unspecified)	81	87	101	96	93	.	79	101	93
COc1cc(C2CC(c3ccc(N4CCOCC4)cc3)=NN2c2nc(-c3ccc(F)cc3)c(C#N)c(N3CCOCC3)n2)cc(OC)c1OC (stereo unspecified)	47	99	95	94	101	112	64	105	99
Cc1cccc(C[C@H](NC(=O)Nc2ccc(Cl)cc2F)C(=O)N[C@@H]2C(=O)N3C[C@H](O)C[C@H]3C(=O)N3CCN(C)C[C@H]3C(=O)N[C@@H](C)C(=O)N3C[C@H](C)C[C@H]3C(=O)O[C@H]2C)c1	84	24	21	54	67	20	20	36	30

More compounds follow:
SMILES	UO-31	U251	SN12C	SF-539	786-0	SF-295	PC-3	DU-145	SF-268
Cc1ccc(S(=O)(=O)NC(CCCN=C(N)N)C(=O)O)cc1 (stereo unspecified)	70	103	104	108	104	125	93	115	106
COc1ccc(-c2n[nH]c(=O)c3c2sc2ncc(-c4ccc(C)cc4)n23)cc1	87	89	95	100	99	109	76	94	88
CCCCc1nc(Cl)c(C2CC(c3ccc(C(F)(F)F)cc3)=NN2C=O)[nH]1 (stereo unspecified)	85	98	93	101	97	92	88	100	90
O=C(Cc1ccc(Nc2ncnc3[nH]ccc23)cc1)Nc1ccc(F)c(Cl)c1	82	98	101	83	101	98	90	100	99
N#Cc1c(NC(=O)NCc2ccccc2)sc2c1CCCC2	47	26	35	-1.8*	36	21	27	10	47
COc1ccc(-c2nc(N=Nc3c(O)[nH]c4ccc(C)cc34)[nH]c(=O)c2C#N)cc1OC	81	96	98	105	99	100	103	115	96
O=C(C(=O)N1CCCCC1)c1ccc(OC2OC(CO)C(O)C(O)C2O)cc1 (stereo unspecified)	105	96	99	100	106	125	97	115	105
NC(=S)Nc1ccc(Cl)cc1	80	95	104	100	102	115	94	123	110
COC(=O)c1sc(-c2ccsc2C(=O)OC)cc1N	79	90	98	98	104	95	80	111	95
Cc1nn(-c2ccccc2)c2c1C(c1ccccc1)CC(=O)N2 (stereo unspecified)	101	107	95	.	104	140	75	114	102
N#C/C(=C\c1ccc(F)cc1)c1nc2ccccc2s1	72	99	97	91	99	97	105	110	102
CC/C(=C(/c1ccc(Cl)cc1)c1ccc(OCCCN(C)C)cc1)c1ccc(OC)cc1	63	6.1*	83	83	58	89	49	86	84
COc1cc(CNC(=O)Cc2ccccc2)ccc1OCc1cn(-c2cccc([N+](=O)[O-])c2)nn1	73	94	97	100	106	99	99	109	96
O=C(NNc1nc(N2CCCC2)nc(N2CCCC2)n1)c1ccccc1	82	99	100	113	121	128	101	107	106
c1ccc(-c2noc3ncnc(Nc4ccc(Oc5cccc6ccccc56)cc4)c23)cc1	51	93	77	87	98	91	92	97	89
Cc1ccc(Nc2ccc(Nc3c(Br)cc(C)cc3Br)c3c2C(=O)c2ccccc2C3=O)c(Br)c1	74	102	103	98	100	102	98	112	101
O=C(O)/C=C/CCC1SCC2NC(=O)NC21 (stereo unspecified)	80	104	103	99	104	99	95	110	103
C/C(CCC(=O)O)=N/Nc1ccc(S(=O)(=O)O)cc1	83	110	102	98	104	97	110	115	106
COc1ccc(C2NC(=O)C(Cl)c3c2sc2c(F)cccc32)cc1 (stereo unspecified)	68	79	96	84	100	98	95	107	86
CCOC(=O)CCOc1cccc(N(CCO)CCO)c1	90	92	93	105	104	98	90	106	110
C=C(C)[C@@H]1CC[C@]2(C(=O)NCCO)CC[C@]3(C)[C@H](CC[C@@H]4[C@@](C)(CCC#N)[C@H](C(=C)C)CC[C@]43C)[C@@H]12	83	93	99	98	100	92	67	104	103
Cc1nc2cncc(C#Cc3cncc(C(=O)Nc4ccc(CN5CCN(C)CC5)c(C(F)(F)F)c4)c3)c2nc1C	-13*	36	4.2*	-42*	30	20	26	18	16
O=S(=O)(OCCCCCCCCCCOS(=O)(=O)c1ccc(F)cc1)c1ccc(F)cc1	80	88	90	94	97	90	77	101	95
O=C(Nc1ccc(OS(=O)(=O)c2ccc(C(F)(F)F)cc2)cc1)C1CCCCCCC1	80	99	94	110	109	95	94	98	91
O=c1c2cc(F)cc(Cl)c2sc2c(NCCCNCCO)nc3ccccc3c12	60	76	83	89	82	104	83	77	67
CC(=O)Nc1nc2ccc(Oc3ccnc(NCCNS(=O)(=O)c4ccc(Cl)cc4)n3)cc2s1	82	68	87	51	83	72	.	86	78
Nc1nc(N)c2c(ccc3nccc32)[nH]1	39	36	94	58	36	34	7.4*	62	47
COc1ccc([C@@H]2[C@@H](O)C(=O)N2c2cc(OC)c(OC)c(OC)c2)cc1Cl	32	1.7*	26	-12*	19	9.7*	17	15	44
O=C(Oc1ccc(/C=C/c2cc(OC(=O)c3c(Cl)cccc3Cl)cc(OC(=O)c3c(Cl)cccc3Cl)c2)cc1)c1c(Cl)cccc1Cl	77	98	103	99	108	95	93	107	97
Nc1nc(NS(=O)(=O)c2ccc(Cl)cc2)ncc1-c1nc2ccccc2[nH]1	97	99	103	98	103	102	101	113	96
CC(=O)Nc1nonc1-c1nc2ccccc2n1Cc1ccc(C#N)cc1	46	100	97	91	90	77	90	109	103
COc1ccc([C@H]2c3[nH]c4ccccc4c3C[C@H]3C(=O)N(CCCCCCC(=O)NO)CC(=O)N23)c(OC)c1	63	76	87	73	112	76	73	78	102
COC(=O)[C@]12CC[C@@H](C)[C@H](C)[C@@H]1C1=CC[C@@H]3[C@@]4(C)C[C@@H](OC(C)=O)[C@H](OC(C)=O)[C@@](C)(COC(C)=O)[C@@H]4[C@H](O)C[C@@]3(C)[C@]1(C)CC2	11	7.4*	11	15	15	8.0*	4.2*	20	23
Nc1ccccc1SC1CC(=O)N(c2ccc(I)cc2)C1=O (stereo unspecified)	87	88	92	90	105	94	94	93	84
COC(=O)C12C3C(=O)N(c4ccc(Cl)cc4)C(=O)C3C(c3cn(-c4ccccc4)nc3C)N1[C@H](c1cn(-c3ccccc3)nc1C)[C@@H]1C(=O)N(c3ccc(Cl)cc3)C(=O)[C@@H]12 (stereo partly specified)	90	91	110	.	100	92	82	106	97
N#C/C(=C\c1ccc(-c2ccc(F)cc2)o1)c1nc(-c2ccco2)cs1	70	97	101	99	109	102	93	104	106
CCN1C(=O)/C(=c2\sc3n(c2=O)NC2C(N=3)N(CC)C(=O)N2CC)c2ccccc21 (stereo unspecified)	49	33	44	-19*	38	16	30	18	64
O=C(CSc1nnc(-c2cc(-c3ccccc3)nc3ccccc23)n1-c1ccccc1)c1ccccc1	95	98	103	94	91	102	95	106	91
COc1ccccc1C1OC2=C(Nc3ccccc3N2)C1=O (stereo unspecified)	87	102	108	96	89	104	93	109	90
Cn1c(=O)cc(Cl)[nH]c1=O	78	97	101	97	104	106	93	105	96
COc1ccc(-c2nc(SCC(C)C)nc(Nc3ccc(C)cc3)c2C#N)cc1	60	21	41	63	24	64	86	86	85
CCCCCC[C@@H]1O[C@@H](c2ccccc2)[C@@H](O)[C@H]1O	91	99	108	100	107	106	99	108	101
Cc1nc2n(c(=O)c1CCN1CCC(c3noc4cc(F)ccc34)CC1)CCC[C@@H]2O	80	94	101	99	107	87	91	105	102
COc1ccc(/C=C2\SC(=O)N(Cc3cc(=O)oc4ccc(OC)cc34)C2=O)cc1	71	99	91	90	84	83	93	91	89
COc1ccc(-c2c(C#N)c(-c3ccco3)nc3c2c(-c2ccccc2)nn3-c2ccccc2)cc1OC	99	95	96	88	99	96	91	99	101
